# PMI inhibitors = inhibitors of human PMI, primary screen, biochemical, fluorescence intensity, coupled assay (AID 1209). one-dose inhibition, % at 20 µM; IC50 in µM for titrated hits. purified PMI enzyme, coupled fluorescence intensity; higher % means a stronger effect. actives 0.42% (n = 190,000);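 also: plate controls were DMSO vehicle for no effect and wells lacking substrate for full effect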
# RSV antiviral HEp-2 = RSV antiviral activity via CPE protection, HEp-2 cells, primary 10 µM value included (AID 2391); one-dose CPE inhibition, % at 10 µM; IC50 in µM for titrated hits; HEp-2 cells, RSV-induced CPE inhibition; higher % means a stronger effect; actives 0.13% (n = 310,000); in the data active = a potency from the dose series; inconclusive = CPE inhibition mostly from about 23% at the one dose, without a potency; inactive = the rest, 99 in 100 with CPE inhibition below about 21%; also: strong numbers were not always called active
# PhoP inhibition = inhibitors of PhoP regulon expression, primary screen, Salmonella Typhimurium, GFP reporter (AID 1863). S. Typhimurium PhoP-regulated promoter GFP reporter, 4 h; higher % means a stronger effect. one-dose inhibition, % at 50 µM; IC50 in µM for titrated hits. actives 0.16% (n = 300,000);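 active = inhibition over 29.93%, a cutoff 3 SD above the screen mean, later confirmed by dose response; inconclusive = inhibition over 29.93% but no dose response follow-up; inactive = inhibition at most 29.93% or unconfirmed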;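 also: 0% = low Mg2+ inducing control and 100% = high Mg2+ repressing control; strong numbers were not always called active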
# Siah-1 displacement = Siah-1 peptide-binding antagonists, primary screen, biochemical, fluorescence polarization, rhodamine-plectin, uHTS (AID 1817). Siah-1 / rhodamine-plectin peptide fluorescence polarization; higher % means a stronger effect. displacement, % at 20 µM; hits with a dose series show IC50 in µM. actives 0.02% (n = 290,000);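 active = displacement of at least 50% at 20 µM, with a fluorescence ratio check between 0.3 and a set limit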;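 also: plate controls were Siah plus tracer with DMSO for no effect and tracer alone without Siah for full effect; strong numbers were not always called active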
# PMI inhibition = human PMI inhibitors, high substrate, primary screen, biochemical, fluorescence intensity, high mannose 6-phosphate (AID 1220); recombinant PMI enzyme, coupled fluorescence intensity; higher % means a stronger effect; inhibition, % at 20 µM; hits with a dose series show IC50 in µM; actives 0.66% (n = 190,000)
# TNAP activation fold = human TNAP enzyme activators, primary screen, biochemical, luminescent, no phosphate acceptor, uHTS (AID 1001); actives 0.03% (n = 200,000); purified TNAP, luminescent activation assay, no phosphate acceptor; higher activation fold means a stronger effect; activation fold at 20 µM; hits with a dose series show EC50 in µM; in the data active = activation fold from about 3, or a potency from the dose series; inactive = the rest, 99 in 100 with activation fold below about 1.6; also: many of its hits are not listed in these tables
# XIAP displacement = small molecules displacing peptide from XIAP – biochemical, IAP family, fluorescence polarization (AID 1018) | XIAP BIR domain, fluorescence polarization peptide displacement; higher % means a stronger effect | one-dose displacement, % at 20 µM; IC50 in µM for titrated hits | actives 0.007% (n = 200,000); in the data active = displacement above about 50%; also: a part of the inactive calls stands beside numbers as strong as those of hits
# WT yeast gro inh = growth inhibition of WT yeast, mitochondrial fusion screen. mitochondrial fusion phenotypic screen, WT strain. inhibition, % at 10 µM. actives 2.1% (n = 190,000); in the data active = inhibition above about 58%; tested in S. cerevisiae
# Myeloid diff 2 = myeloid differentiation induction; ER-HoxA9 myeloid progenitors, lysozyme-GFP differentiation, flow cytometry; calls only at 10 µM; actives 1% (n = 360,000); AID 624256;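 active = normalized GFP-positive differentiation at or above the plate's own cutoff, the solvent-only control mean plus 3 SD; inconclusive = no clear call, values can overlap the other calls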;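 also: cells exposed to compound for four days before flow analysis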
# WT yeast gro inh mutant strain = further read-out of WT yeast gro inh, marked with its call; inhibition, %; mitochondrial fusion phenotypic screen, mutant strain inhibition
# Myeloid diff 2 GFP+ MAC1+ % = further read-out of Myeloid diff 2, marked with its call; GFP+ MAC1+ double positive, %; measured here: differentiation confirmed by MAC1 staining
# An asterisk follows results filed as active; i = inactive; u = inconclusive; x = not tested or not shown; + = active, no number. Rule as the data show it, unless noted: active = inhibition above about 50%; inactive = the rest.
# Each structure is followed by: PMI inhibitors, RSV antiviral HEp-2, PhoP inhibition, Siah-1 displacement, PMI inhibition, TNAP activation fold, XIAP displacement, WT yeast gro inh, WT yeast gro inh mutant strain, Myeloid diff 2, Myeloid diff 2 GFP+ MAC1+ %
1. CC(C)Nc1nc(Cl)nc(NCCOc2ccccc2)n1
    10%, -0.6%, -10%, 0%, 2%, 1.1, -2.8%, -2, 9, i, 0.4
2. CCC(C(=O)NCc1ccco1)N(Cc1cccs1)C(=O)CNS(=O)(=O)c1ccccc1 (stereo not given)
    10%, -1.2%, -11%, 3%, 3%, 1.1, -3.9%, -13, -24, i, 1.3
3. COc1ccc(-n2cnnc2SCCC#N)cc1
    13%, u, -6%, -2%, 11%, 1.1, -7.0%, 27, -3, i, 0.5
4. O=C(NCc1ccccc1Cl)C1CCN(S(=O)(=O)c2ccc(F)cc2)CC1
    0%, -0.9%, -2%, 1%, 2%, 1.2, -3.5%, 3, 8, x, x
5. COCCN(C)C(=O)CCc1nnc(Cc2ccc(-c3ccccc3)cc2)o1
    -3%, 3.4%, 3%, 0%, -10%, 1.1, -6.6%, -3, 5, i, 0.7
6. Cc1cc(C)c2c3c(sc2n1)C(=O)N(c1ccccc1)CC(=O)N3
    x, 0.8%, 0%, 1%, x, x, x, x, x, i, 0.6
7. CN1C(=S)NC(C)(C)CC1(C)c1ccc(O)cc1O (stereo not given)
    0%, 2.0%, 2%, 25%, 8%, 1.1, 3.3%, 8, 10, i, 0.6
8. O=C(CSc1ccc(F)cc1)Nc1ccc(N2CCOCC2)c(Cl)c1
    x, 6.5%, -5%, 2%, x, x, x, x, x, i, 0.9
9. CCCc1cc(=O)[nH]c(SCC(=O)Nc2nc3ccc(OCC)cc3s2)n1
    13%, 5.0%, 0%, 4%, 17%, 1.1, -2.2%, 1, 11, i, 0.3
10. O=C(Cn1cnc2c(cnn2-c2ccc(F)cc2)c1=O)NCC1CCCO1 (stereo not given)
    -12%, 1.5%, -3%, 2%, -10%, 1, -2.9%, 1, 12, x, x
11. COc1ccc(C(=O)Nc2ccc(NC(=O)c3ccco3)cc2)cc1
    x, 1.1%, -1%, -1%, x, x, x, x, x, i, 0.4
12. O=C1CCC(=O)N1c1ccc(-c2nc3ccccc3s2)cc1
    0%, 0.2%, 6%, 3%, 7%, 1.1, -4.5%, 7, 4, i, 0.9
13. Cn1c(Cc2ccccc2)nnc1SCc1cc(=O)n2ccsc2n1
    -5%, -1.2%, 5%, 0%, -5%, 1, -6.9%, -5, 5, i, 0.5
14. C=CCNC(=O)N[C@@H](CCSC)C(=O)OC
    -3%, 1.7%, 1%, -4%, 5%, 1.1, -3.3%, -1, -15, i, 0.8
15. C=CCNC(=O)c1ccc(Sc2ccc(C)cc2)c([N+](=O)[O-])c1
    -2%, 1.0%, -10%, 10%, -1%, 1.1, -1.2%, -6, -14, i, 2.0
16. CC(C)[C@H](NC(=O)N1CCn2c1nc1ccccc12)C(=O)NC1CCCCC1
    x, 0.1%, 5%, 2%, x, x, x, x, x, i, 2.1
17. COc1ccc(NC(=O)CO/N=C2\CCCc3nonc32)cc1
    10%, 6.7%, 2%, 0%, 10%, 1.2, 1.2%, -11, -18, i, 0.3
18. CCN1CCN(c2nc(Nc3cccc(F)c3)nc(N)c2[N+](=O)[O-])CC1
    x, 0.0%, 4%, -1%, x, x, x, x, x, i, 0.5
19. Cc1cc(NC(=O)CSc2c(C)[nH]c3ccccc23)no1
    -1%, 2.3%, -6%, 2%, -1%, 1.1, -3.8%, 12, 5, +, 2.6*
20. COC(=O)c1ccccc1OC(=O)c1ccc(Br)o1
    6%, 0.9%, -11%, 3%, 5%, 1.1, -13%, 6, 13, i, 1.0
21. Cc1c(C(=O)NCCc2ccc(Cl)cc2)sc2nc3n(c(=O)c12)CCC3
    x, 6.2%, -7%, 4%, x, x, x, x, x, i, 0.6
22. O=C(c1cc2cc(Br)ccc2o1)N1CCN(c2ccccc2)CC1
    x, 8.0%, -8%, -2%, x, x, x, x, x, i, 1.2
23. COc1cc(/C=C2\C(=N)N3N=C(C)SC3=NC2=O)cc(Cl)c1OCCOc1ccc(NC(C)=O)cc1
    x, -0.6%, 4%, -2%, x, x, x, x, x, i, 0.5
24. CC(OC(=O)c1cccs1)C(=O)NCC1CCCO1 (stereo not given)
    2%, 1.4%, -6%, 0%, -6%, 1.1, -7.7%, -4, 8, i, 1.2
25. CCCCC(=O)Nc1cc(OCC)c(NC(=O)c2ccccc2[N+](=O)[O-])cc1OCC
    -11%, -0.4%, -7%, -7%, -15%, 1, -4.8%, 2, -40, i, 1.2
26. Cc1cccc(NC(=O)c2cccc(N3C(=O)C4CCC(C)CC4C3=O)c2)c1C (stereo not given)
    x, 1.7%, 6%, 1%, x, x, x, x, x, i, 0.4
27. CCOC(=O)c1sc2nc3c(SCCC#N)cc(C(=O)c4cc(F)ccc4O)cn3c(=O)c2c1C
    13%, 4.7%, -5%, 5%, 38%, 0.9, -0.1%, -4, -12, +, 2.7*
28. CCc1nc(CNC(=O)c2cc(OC)c(OC)c(OC)c2)no1
    5%, 0.9%, -2%, -1%, -12%, 1, -4.1%, -6, -26, i, 0.4
29. CN(C)c1nc(-c2ccccc2)ns1
    x, 2.7%, -1%, 2%, x, x, x, x, x, i, 0.4
30. CC(C)C(=O)Nc1ccc2c(c1)nc(CCN1CCCCC1)n2C
    x, 4.4%, -4%, 0%, x, x, x, x, x, i, 0.7
31. O=C(Cc1ccc(Cl)cc1)N1CCC2(CC1)NCCc1[nH]cnc12
    x, 0.2%, -10%, 4%, x, x, x, x, x, i, 1.0
32. COc1ccc(NC(=O)c2cccc(C#N)c2)cc1NS(=O)(=O)c1ccc(F)cc1
    15%, 1.8%, -11%, 0%, 35%, 1, -12%, -7, -1, i, 0.1
33. COc1ccc(CC(=O)NC(=S)Nc2ccc(S(=O)(=O)NC(C)(C)C)cc2)cc1
    16%, 13%, -8%, -3%, 11%, 1, 2.8%, 13, -5, i, 0.2
34. CC1Cc2ccccc2N1c1ncnc2c1nnn2Cc1ccccc1 (stereo not given)
    15%, 1.8%, -4%, 3%, 14%, 1.1, -3.0%, 65*, 43*, i, 5.5
35. CCOc1cc(S(=O)(=O)NCc2ccco2)c(OCC)cc1-n1cnnn1
    -17%, -0.4%, 5%, 0%, -6%, 1.1, -4.2%, -7, -5, i, 3.4
36. Cc1cc(=O)oc(C)c1C(=O)NCCN(C)Cc1ccccc1
    -1%, 0.9%, 1%, -2%, 0%, 1.1, -3.2%, -1, 12, i, 0.6
37. COC(=O)c1sccc1NC(=O)Nc1ccc(C)cc1
    x, -0.3%, -2%, -1%, x, x, x, x, x, i, 1.5
38. O=C(O)c1cccc(OCc2ccccc2Cl)c1
    13%, 0.6%, -17%, -3%, 8%, 1, -1.4%, 5, 1, i, 0.9
39. CC(NC(=O)C1CCN(S(=O)(=O)N2CCCCCC2)CC1)c1ccccc1 (stereo not given)
    -5%, 0.8%, 3%, -8%, -8%, 1.1, -1.4%, -5, -11, i, 7.5
40. Cn1cnnc1SCCNS(=O)(=O)c1cccc([N+](=O)[O-])c1
    x, 1.0%, -3%, 4%, x, x, x, x, x, i, 1.1
41. CCOC(=O)c1ccoc1CSCC(=O)N1CCN(S(=O)(=O)c2ccc(C)cc2)CC1
    -6%, 0.2%, -8%, -4%, 4%, 1, -2.7%, -11, 2, i, 1.1
42. Cc1ccc(C2(CCN)CCOC(C(C)C)C2)cc1 (stereo not given)
    16%, 0.5%, -6%, -2%, 12%, 1.1, -1.9%, -28, -14, i, 0.3
43. CC(C)(C)CN1CCNC(=O)C1CC(=O)N1CCOc2ccccc2C1 (stereo not given)
    16%, -0.8%, -6%, 2%, 46%, 1.1, 1.1%, 6, 2, i, 0.0
44. CCC1CCc2[nH]nc(C(=O)O)c2C1 (stereo not given)
    2%, -0.3%, -16%, 0%, 2%, 0.6, -3.4%, -6, -13, i, 3.6
45. O=c1cc(COc2ccc(Cl)c(Cl)c2)nc2sccn12
    x, -0.8%, -8%, 10%, x, x, x, x, x, i, 0.6
46. CCc1ccc(NC(=O)C2CC(=O)N(C(C)C)C2)cc1 (stereo not given)
    9%, 0.7%, -2%, 8%, 12%, 1.1, 1.4%, 38, 67, i, 0.9
47. CC(=O)c1ccc(S(=O)(=O)NCCc2csc(-c3cccnc3)n2)cc1
    x, 0.5%, 1%, 8%, x, x, x, x, x, i, 1.0
48. Cc1ccc(SCCC(=O)Nc2c(C)n(C)n(-c3ccccc3)c2=O)cc1
    -10%, 2.6%, -1%, 1%, -4%, 1, -4.5%, -15, -28, i, 1.1
49. Cc1ccc(NC(=S)NC(=O)C2CC2)cc1Cl
    x, 5.0%, -4%, -4%, x, x, x, x, x, i, 0.2
50. COCCNC(=O)CN(c1ccc(C)cc1)S(=O)(=O)c1ccccc1
    -2%, -0.8%, 0%, -1%, -1%, 1.1, -1.2%, 34, 8, i, 7.6
51. C/C=C/c1ccc(OCC(=O)OCC(=O)NC2CC2)c(OC)c1
    4%, x, 0%, 8%, 12%, 1.1, -8.0%, -18, -7, i, 0.3
52. Cc1cccc(NC2=NC(C)(C)N=C(N)N2)c1C
    0%, 0.4%, -5%, 3%, 3%, 1.2, -3.6%, -14, -4, i, 1.2
53. CCOC(=O)[C@@H]1[C@H]2COc3cc(OC)ccc3[C@H]2N2C(=O)N(c3ccc(F)cc3)C(=O)[C@]12C
    x, 2.1%, -3%, -2%, x, x, x, x, x, i, 0.4
54. COc1ccc(N2CCN(C3CCCCC3NS(=O)(=O)c3ccc(Cl)cc3)CC2)cc1 (stereo not given)
    x, 16%, -5%, -1%, x, x, x, x, x, i, 0.3
55. C/C=C\C(=O)Nc1cccc(C2=NOC3(C2)C[C@@H](C(N)=O)N(C(=O)CC(c2ccccc2)c2ccccc2)C3)c1 (stereo not given in full)
    x, 1.7%, -4%, -2%, x, x, x, x, x, i, 1.8
56. O=C(N/N=C/c1ccc([N+](=O)[O-])o1)c1ccc2c(c1)OCO2
    x, -0.2%, 15%, 8%, x, x, x, x, x, i, 3.1
57. COc1ccc(/C=N/n2cc(-c3ccccc3)nc2N)cc1
    7%, 1.6%, -1%, -4%, 4%, 0.8, -7.5%, -2, 0, i, 4.6
58. Cc1ccccc1OCC(=O)NCC(c1ccco1)N1CCCCC1 (stereo not given)
    x, -0.4%, -4%, -8%, x, x, x, x, x, i, 0.0
59. Cc1ccc(NC(=O)C(=O)NCCN2CCN(S(C)(=O)=O)CC2)cc1
    -1%, 0.5%, -2%, 4%, -2%, 1.1, 1.7%, -1, 2, i, 0.2
60. Cc1ccc(N=Nc2c(C)[nH]n(C(N)=S)c2=O)cc1C
    -8%, 21%, 8%, 19%, -14%, 1.1, -4.5%, 60*, 53*, i, 0.4
61. COc1ccc(C(=O)Nc2ccc(-c3ccc(NC(=O)c4ccc(OC)cc4)c(OC)c3)cc2OC)cc1
    8%, 2.9%, 1%, 10%, -5%, 1.2, -3.4%, -17, -2, i, 0.9
62. COc1ccc(NC(=O)Cn2cccc2)c(OC)c1
    -10%, -1.1%, 5%, 5%, -4%, 1, -6.3%, -10, -9, i, 1.1

# Source: PubChem BioAssay
